# Compound activity from PubChem BioAssay.
# PKA-R1A act: activators of PKA-R1A holoenzyme, primary screen, biochemical, fluorescence polarization, Cy5-IP20, bovine R1A, mouse PKAc. AID 504707, 2011. 0.083% of 340,000 active. PKA-R1A dissociation; scaled: DMSO 0%, 113 µM cGMP 100%. activation, % at 11.4 µM;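 active = percent activation above the mean of all tested compounds plus 3 SD, cut at about 19% in these data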;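 also: higher means more PKAc released from R1A so a rise in polarization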
# AddAB inh: growth inhibition of E. coli expressing H. pylori AddAB, primary screen, AddAB inhibitor project, absorbance; inhibition, % at 11.9 µM; 0.29% of 330,000 active; AID 435030, 2010; in the data active = inhibition above about 12%;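 also: 0% = vehicle wells of infected cells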
# Tat transport: E. coli Tat export inhibitors, primary screen, MC4100, TorA-mCherry reporter, fluorescence, single point; AID 488895, 2010; inhibition, % at 10 µM; 0.036% of 340,000 active;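 active = mean replicate inhibition at least 50% and at least half of replicates individually reaching 50%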;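 also: exported cargo escapes ClpAP degradation while cytoplasmic cargo is degraded and loses fluorescence; 0% = median of neutral control wells and 100% = median of NaSCN control wells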
# PfHsp90 set2: growth inhibition of PfHsp90-expressing yeast, primary screen, antimalarial PfHsp90 inhibitor project, S. cerevisiae, BacTiter-Glo luminescence, single point, set 2; inhibition, % at 9.4 µM; AID 504621, 2011; BacTiter-Glo ATP, 48 h; yeast lacking PDR1 and PDR3 efflux regulators; 0.32% of 310,000 active;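 active = every replicate shows inhibition above about 80%, whatever the replicate mean, limit read from the data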;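 also: 0% = DMSO neutral controls and 100% = 20 µM radicicol positive controls; yeast relying on Plasmodium falciparum Hsp90 in place of its own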
# PKA-R2B activ: activators of PKA-R2B holoenzyme, primary screen, biochemical, fluorescence polarization, Cy5-IP20, human; 0.079% of 340,000 active; activation, % at 11.4 µM; AID 504700, 2011; cAMP-dependent protein kinase catalytic subunit beta (Homo sapiens) + cAMP-dependent …; PKA-R2B holoenzyme dissociation; R2B truncated from residue 108, S112A mutant; 0% DMSO only, 100% 113 µM cGMP;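 active = activation above a cutoff set at the mean over all compounds plus 3 SD, cut at about 18% in these data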;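 also: higher means more holoenzyme dissociation and a rise in polarization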
# Target sequence (P31323 whole entry, looked up, other chains not shown, the tested form may be a part): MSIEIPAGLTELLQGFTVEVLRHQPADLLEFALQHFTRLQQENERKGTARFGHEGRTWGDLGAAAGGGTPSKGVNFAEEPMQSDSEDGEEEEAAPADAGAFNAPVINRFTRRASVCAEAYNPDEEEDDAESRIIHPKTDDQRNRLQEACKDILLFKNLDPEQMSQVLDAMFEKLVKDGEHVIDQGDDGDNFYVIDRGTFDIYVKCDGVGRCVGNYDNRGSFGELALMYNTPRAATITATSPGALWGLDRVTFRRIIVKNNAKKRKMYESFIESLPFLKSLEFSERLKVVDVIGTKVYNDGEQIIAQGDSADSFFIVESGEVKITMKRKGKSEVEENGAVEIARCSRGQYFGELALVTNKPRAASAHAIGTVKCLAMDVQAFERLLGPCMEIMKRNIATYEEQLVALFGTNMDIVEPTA
# MOR-DOR ag: agonists of OPRM1-OPRD1 heterodimerization, primary screen, cell-based, luminescence; Mu-type opioid receptor (Homo sapiens) + Delta-type opioid receptor (Homo sapiens), …; cells; activation, % at 9.3 µM; 0.3% of 340,000 active; in the data active = activation above about 18%;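 also: 0% = vehicle-treated cells and 100% = reference agonist; values of inactives mirror those of a sister screen read the other way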
# OPRM1-OPRD1 inv: inverse agonists of MOR-DOR heterodimerization, primary screen, cell-based, luminescence. inhibition, % at 9.3 µM. cell-based MOR-DOR heterodimer luminescence, inverse agonism. Mu-type opioid receptor (Homo sapiens) + Delta-type opioid receptor (Homo sapiens), …. 0.21% of 340,000 active; in the data active = inhibition above about 22%, passing the limit was not always enough;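 also: 0% = cells with DMSO and 100% = wells without cells with DMSO; values of inactives mirror those of a sister screen read the other way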
# SUMO Mot1 rescue: yeast Mot1-301 growth rescue at high temperature, primary screen, SUMOylation pathway inhibitor project, S. cerevisiae, ATP luminescence, 38.5C | growth rescue, % at 18.8 µM | 1% of 320,000 active | S. cerevisiae Mot1-301 growth rescue; percent above DMSO median, 100 means doubled;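 active = every valid replicate shows activation above 250% relative to neutral control wells; inactive = the rest, any valid replicate at or below 250%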;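 also: OY570 slx delta 5 strain wells were the positive control but not used for scaling; some compounds called inactive have numbers as strong as hits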
# HTR5A inv ctr: HTR5A inverse agonists in luminescence cell assay, primary screen, counter-screen for OPRM1-OPRD1 heterodimer inverse agonist project, full-deck HTS; 5-hydroxytryptamine receptor 5A (Homo sapiens), P47898; HTR5A cell line, inverse agonism; inhibition, % at 9.3 µM; 0.083% of 340,000 active; in the data active = inhibition mostly above about 23%, no sharp cut-off; inactive = mostly below about 18%;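 also: 0% = cells with DMSO and 100% = no-cell wells with DMSO; some compounds called inactive have numbers as strong as hits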
# Target sequence (P47898 whole entry, looked up): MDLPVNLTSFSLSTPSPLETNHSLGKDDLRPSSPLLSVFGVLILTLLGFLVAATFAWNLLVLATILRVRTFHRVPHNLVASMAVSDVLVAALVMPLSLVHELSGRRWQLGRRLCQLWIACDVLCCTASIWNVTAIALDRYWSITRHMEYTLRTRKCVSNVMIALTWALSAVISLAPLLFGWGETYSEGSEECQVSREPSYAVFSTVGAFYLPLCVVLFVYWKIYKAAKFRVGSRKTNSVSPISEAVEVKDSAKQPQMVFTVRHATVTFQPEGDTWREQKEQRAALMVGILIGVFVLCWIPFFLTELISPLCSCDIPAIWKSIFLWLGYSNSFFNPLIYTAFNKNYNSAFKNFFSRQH
# phage Ecoli inh: growth loss of phage-infected E. coli, primary screen, RecBCD inhibitor project, absorbance, with phage, HTS. inhibition, % at 11.9 µM. 0.26% of 360,000 active; in the data active = inhibition above about 11%
# E coli growth: E. coli V3065 growth inhibition, primary screen, counter-screen for AddAB inhibitor project, absorbance, OD600; 18 h; inhibition, % at 11.9 µM; 0.27% of 330,000 active; AID 449728, 2010;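 active = inhibition above the campaign's mean inhibition across all tested compounds plus 3 SD, cut at about 9.9% in these data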;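 also: uninfected addAB+ strain grown without phage in ampicillin broth; 0% = DMSO wells and 100% = ciprofloxacin 0.95 µg/ml wells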
# Starred values were filed as active, the others as inactive; · = no result given.
SMILES,PKA-R1A act,AddAB inh,Tat transport,PfHsp90 set2,PKA-R2B activ,MOR-DOR ag,OPRM1-OPRD1 inv,SUMO Mot1 rescue,HTR5A inv ctr,phage Ecoli inh,E coli growth
COc1ccc(OC)c(C(=O)CN2C(=O)C(=O)N(C3CCCC3)C2=O)c1,-4,-1.9,3,·,6,0.6,-3,8,-11,2.9,-2.9
c1ccc2scnc2c1,3,·,-2,·,3,-1.3,7,·,8,2.7,·
CCc1c(C(=O)NNC(=S)NCc2ccccc2)csc1C,7,1.9,7,-8,10,-2.2,12,9,-2,-0.3,-1.1
COC(=O)c1cnn(-c2nc3c(C)cccc3s2)c1C,-11,1.7,-8,3,-7,-3.5,19,136,-7,3.6,1.2
NC(=O)N/N=C/c1ccccc1OCc1cccc2ccccc12,5,-1.6,3,1,2,-1.1,5,0,11,1.1,-0.5
CCC(C)(C)C1CCC2(CC1)NC(=O)N(CC(=O)N(C)Cc1ccc3c(c1)OCCO3)C2=O (stereo unspecified),12,1.1,-18,-5,1,0.2,-1,0,-18,3.1,0.7
O=C(N/N=C/c1ccc(OC(F)F)cc1)c1cc[n+]([O-])cc1,2,-0.3,-8,-5,7,-3.8,20,24,-8,-1.1,1.9
ONC(=Nc1ccccc1Cl)c1c(F)cccc1F,5,1.1,-6,-7,-6,-0.7,4,22,8,2.2,-0.1
CC(=O)Nc1ccc(S(=O)(=O)N2CCN(c3ccc(C)c(Cl)c3)CC2)cc1,12,0.9,4,-15,6,11,-68,0,1,1.2,-0.9
O=C(Cn1ccc([N+](=O)[O-])n1)NCCc1c[nH]c2ccccc12,-6,1.4,-17,·,-7,-3.5,17,10,5,1.7,-2.5
CC(C)CN1C(=O)c2ccc(C(=O)NCc3ccccn3)cc2C1=O,-1,4.8,5,10,5,0.2,-1,4,-10,1.7,0.3
CCC(=O)Nc1ccc(C(=O)NNC(=O)c2cc(OC)c(OC)c(OC)c2)cc1,4,0.5,-4,-13,-1,-2.1,12,·,13,4.1,2.6
CC(=O)c1ccc(NC2CC(O)C(O)CO2)cc1 (stereo unspecified),0,2.3,-6,-5,-2,-1.4,9,7,5,0.5,-1.2
CCOC(=O)[C@H]1[C@H]2COc3ccc(Br)cc3[C@@H]2N2C(=O)CN(C)C(=O)[C@@]12C,-7,·,-19,3,-3,-3.4,16,·,7,2.7,·
O=c1[nH]c2ccccc2nc1/C=C/c1ccc(F)cc1,2,5.8,0,11,-1,2.1,-11,-15,6,1.2,0.7
COc1ccc(CNC(=S)NCc2ccc(F)cc2)cc1OC,4,1.0,-4,6,2,-1.4,7,83,2,1.1,3.0
Cc1ccccc1OCC(=O)Nc1ccc([N+](=O)[O-])cc1,-2,0.7,-1,-4,-14,5.9,-28,7,14,3.3,0.7
COc1cc(SC)ccc1C(=O)Nc1ccncc1,4,2.0,-1,-6,4,-0.3,2,1,23,4.6,1.9
Cc1ccc(C)c(OCc2ccc(C(=O)NN)o2)c1,-8,3.3,3,-1,-4,0.4,-2,-11,3,-0.7,-1.5
CCOCCCNC(=O)c1cn(CC)c2ccc(S(=O)(=O)N(C)C3CCCCC3)cc2c1=O,7,1.3,2,7,7,-3.8,20,-12,3,2.5,-2.6
CCn1c(C)nc2cc(C(=O)N/N=C/c3ccccc3C)ccc21,-2,3.6,-2,-14,4,-1.2,6,2,-25,1.6,1.5
Cc1ccc(S(=O)(=O)NNC(=O)Cc2cccn2C)cc1,-6,1.0,-12,6,-12,-0.8,4,-1,0,2.2,-0.8
O=C(CCN1C(=O)c2ccc([N+](=O)[O-])cc2C1=O)Nc1nccs1,5,0.4,-3,0,3,4.3,-25,-6,4,-7.3,-0.9
Cc1ccc(NC(=O)CCCSc2ccccc2)cc1S(=O)(=O)N1CCOCC1,-10,-1.9,0,0,-8,3.7,-17,-3,-10,2.9,-0.3
CC(C)Cc1nnc(NC(=O)Cc2ccccc2[N+](=O)[O-])s1,-9,3.5,-5,13,-12,-0.5,3,6,-4,3.2,1.7
CCCCn1c(SCC(=O)N2CCc3ccccc32)nnc1-c1ccncc1,1,0.7,0,-24,-2,-1.9,10,-10,-20,1.1,-1.7
Cc1ccc2[nH]c(=O)c(CN(CCO)Cc3nnnn3CCc3ccccc3)cc2c1,-1,1.2,-11,25,8,-0.4,2,-15,4,1.4,-1.2
CN1CCCC(C(=O)C(C#N)c2ccccc2)C1 (stereo unspecified),15,0.4,-4,-8,0,-1.6,9,·,-25,1.0,-2.3
COc1cc(NC(=O)c2ccccc2)ccc1NC(=O)c1cc2ccccc2o1,-2,3.1,5,-14,8,5.9,-28,67,13,-2.1,-0.3
NC(=O)c1cc2c(s1)-c1cc(Cl)ccc1SC2,-6,0.4,-4,11,6,-0.6,3,351*,4,1.0,-3.1
Cc1ccc(C2=NS(=O)(=O)N(C)C(C(=O)N3CCCCC3)=C2)cc1,-14,0.8,1,17,-5,0.5,-3,-2,-3,2.9,-0.3
Cc1ccc2cc(CNC(C)C)c(=O)[nH]c2c1,2,-0.2,-3,-28,-14,-1.7,9,5,-11,3.5,1.8
Cc1cc(OCC(=O)N(C(C)C)C(C)C)ccc1Cl,2,3.8,-5,16,4,-0.2,1,1,-14,2.9,-1.1
COc1ccc2nc(N3C(=O)C(O)=C(C(=O)c4ccco4)C3c3ccc(C)o3)sc2c1 (stereo unspecified),-14,·,-7,·,-16,-4.1,22,·,-25,5.0,·
Cc1ccc2oc(-c3ccccc3)c(C(=O)O)c(=O)c2c1,-3,-5.8,-4,-9,-3,2.4,-13,61,-6,2.6,-4.2
CC(Oc1ccc(Cl)cc1Cl)c1nc(-c2ccc(NC(=O)c3cccnc3)cc2)no1 (stereo unspecified),-25,0.0,1,·,3,6.4,-32,5,2,1.3,-1.0
O=C(NCc1cccnc1)C(C(=O)c1ccc(F)cc1)n1ccccc1=O (stereo unspecified),5,-0.5,2,·,-1,0.2,-1,17,15,2.1,-1.8
COc1ccc(C(=O)N2CCN(CCCc3ccccc3)CC2)cc1OC,-3,-1.2,-4,-6,0,-2.2,10,-37,3,1.0,-1.4
C=CCn1c(=O)[nH]c2cc(C(=O)N3CCN(c4cccc(Cl)c4)CC3)ccc2c1=O,-2,5.2,2,19,-5,5.9,-26,0,3,4.5,-0.9
CC(C)Oc1ccc(S(=O)(=O)N2CCCCC2)cc1NC(=O)CN1C(=O)NC(C)(C2CC2)C1=O (stereo unspecified),7,-1.5,4,11,2,-0.3,1,32,-13,2.6,2.3
CNS(=O)(=O)c1cccc(C(=O)OCC(=O)c2cc(C)n(-c3ccc4c(c3)OCO4)c2C)c1,10,-0.4,-7,1,4,-1.0,5,2,-33,2.2,-2.9
Cc1c(NC(=O)C(C)OC(=O)c2cccc([N+](=O)[O-])c2)c(=O)n(-c2ccccc2)n1C (stereo unspecified),-5,-0.5,5,4,-4,-4.2,21,4,-20,2.9,-0.2
O=C(CCC(=O)Nc1ccc(F)cc1)N/N=C/c1ccccc1O,0,2.9,-10,16,-2,-1.8,9,-11,16,1.5,-3.0
Cn1nnc2cc(C(=O)N3CCN(c4ccccc4)CC3)ccc21,5,1.0,14,4,-14,-1.0,6,548,8,2.5,-0.6
CCOc1cc2[nH]c(=S)n(CC3CCCO3)c(=O)c2cc1OCC (stereo unspecified),-14,-3.2,-1,·,-9,0.6,-3,12,12,2.2,-1.2
CN1CCN(c2ccccc2NC(=O)c2cc3c(s2)-c2ccccc2OC3)CC1,9,3.0,5,21,2,1.7,-9,35,-19,3.7,0.0
O=C(OCC1OC(n2ccc(=O)[nH]c2=O)C2OC12)c1ccccc1 (stereo unspecified),2,·,0,9,-18,-3.5,18,·,19,0.1,·
CC(C(=O)NC1CCCC1)N1CCN(Cc2ccccc2)CC1 (stereo unspecified),-12,0.2,5,-6,-10,-1.7,9,-7,6,2.4,1.9

# Shown with bars between the fields: entries from further up.
structure | PKA-R1A act | AddAB inh | Tat transport | PfHsp90 set2 | PKA-R2B activ | MOR-DOR ag | OPRM1-OPRD1 inv | SUMO Mot1 rescue | HTR5A inv ctr | phage Ecoli inh | E coli growth
O=C(CCC(=O)Nc1ccc(F)cc1)N/N=C/c1ccccc1O | 0 | 2.9 | -10 | 16 | -2 | -1.8 | 9 | -11 | 16 | 1.5 | -3.0
Cn1nnc2cc(C(=O)N3CCN(c4ccccc4)CC3)ccc21 | 5 | 1.0 | 14 | 4 | -14 | -1.0 | 6 | 548 | 8 | 2.5 | -0.6

# Further structures:
SMILES,PKA-R1A act,AddAB inh,Tat transport,PfHsp90 set2,PKA-R2B activ,MOR-DOR ag,OPRM1-OPRD1 inv,SUMO Mot1 rescue,HTR5A inv ctr,phage Ecoli inh,E coli growth
Cn1c(Cn2c(=O)sc3ccccc32)nnc1SCC(=O)NC1CCCCC1,-2,3.6,-11,16,-6,-0.8,4,36,-2,·,0.7
c1ccc(CNC2=NCCC2)nc1,-2,1.1,1,11,3,-3.3,17,-3,-4,4.5,0.8
CCN(Cc1ccccc1)S(=O)(=O)c1ccc(C(=O)N2CCN(c3nc4ccccc4s3)CC2)cc1,-3,1.3,-5,-33,-8,-1.9,10,4,18,2.1,-1.5
COc1ccc(CCNC(=S)N2CCN(S(=O)(=O)c3ccccc3)CC2)cc1,0,0.2,3,·,-5,1.5,-8,-12,8,1.6,1.2
Cc1cc(C(=O)OCC(=O)N2C(C)CCCC2C)c2ccccc2n1 (stereo unspecified),3,-1.4,-10,1,-2,-0.3,1,1,22,2.3,-0.4
CN(C)S(=O)(=O)c1ccc(NC(=O)COc2ncnc3c2cnn3-c2ccccc2)cc1,-1,-0.3,-1,8,-5,-2.0,10,-5,-9,5.2,0.0
COc1ccc(S(=O)(=O)N2CCN3CCCC3C2)cc1 (stereo unspecified),6,0.7,-8,-1,1,-3.8,18,-6,-9,1.1,-1.0
O=[N+]([O-])c1cc(Cl)ccc1N1CCN(c2cccc(C(F)(F)F)c2)CC1,-1,-2.2,9,-24,0,3.1,-16,-14,4,3.1,0.4
CN(c1ccccc1)c1nc(N2CCCC2)nc(-n2ccnc2)n1,-2,0.8,0,-11,-16,4.4,-26,·,8,0.3,-0.3
CCC(=O)c1ccc(OCC(=O)OCC(=O)N2CCN(c3ccc(OC)cc3)CC2)cc1,-1,0.3,0,2,-1,-0.8,5,4,-11,0.3,2.6
COc1ccc(NC(=O)CCOc2ccccc2C)cc1S(=O)(=O)N1CCCCC1,-2,-0.2,10,-17,-7,1.0,-7,-16,-9,2.2,0.4
